Screening results as filed in PubChem BioAssay.
Shiga toxin inh: A qHTS for Small Molecule Inhibitors of Shiga Toxin; Vero cells, Shiga toxin protein synthesis inhibition reporter; inhibition, % at 38.7 µM; 290,000 compounds, 9.2% hits; in the data active = inhibition mostly above about 28%, no sharp cut-off; inactive = mostly below about 43%; also: 0% is about no effect
Pf growth 96h: Primary qHTS for delayed death inhibitors of the malarial parasite plastid, 96 hour incubation; P. falciparum luciferase reporter growth, 96 h; Potency, µM (series often up to 28.7 µM), inactives show top-dose activity change, negative = inhibition, most hits filed as inhibitors; 320,000 compounds, 6.9% hits; also: potency is read from the fitted curve at half-maximal effect; % is scaled to controls: 0 for no effect and ±100 for the full control effect
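Two-generation exposure (96 h) targets delayed-death phenotype. Reporter parasites carrying integrated firefly luciferase, in red cells at 2% hematocrit and 0.05% parasitemia final, kept at 37 C, 5% CO2; luminescence loss indicates inhibition.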
Pf growth 48h: Primary qHTS for delayed death inhibitors of the malarial parasite plastid, 48 hour incubation | P. falciparum luciferase growth in erythrocytes, 48 h | Potency, µM (titrated, usually from 28.7 µM), without a hit: top-dose activity change, negative = inhibition, usual class: inhibitors | 310,000 compounds, 5.9% hits; also: potency is read from the fitted curve at half-maximal effect; % is scaled to controls: 0 for no effect and ±100 for the full control effect
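Luciferase-expressing parasites in RBCs, 2% Hct / 0.1% parasitemia final; RPMI 1640 + 0.5% Albumax; 37 C, 5% CO2, one generation; luminescence read-out, lower signal = inhibition.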
LmPK inh: qHTS Assay for Inhibitors of Leishmania Mexicana Pyruvate Kinase (LmPK) | Q27686 | purified LmPK, Kinase-Glo ATP luminescence, 1 h | Potency, µM (series often up to 57.5 µM), for inactives: top-dose activity change, negative = inhibition, hits mostly inhibitors | 290,000 compounds, 0.37% hits | AID 1721, 2009; also: potency is read from the fitted curve at half-maximal effect; % is scaled to controls: 0 for no effect and ±100 for the full control effect
Target sequence (Q27686 whole entry, looked up): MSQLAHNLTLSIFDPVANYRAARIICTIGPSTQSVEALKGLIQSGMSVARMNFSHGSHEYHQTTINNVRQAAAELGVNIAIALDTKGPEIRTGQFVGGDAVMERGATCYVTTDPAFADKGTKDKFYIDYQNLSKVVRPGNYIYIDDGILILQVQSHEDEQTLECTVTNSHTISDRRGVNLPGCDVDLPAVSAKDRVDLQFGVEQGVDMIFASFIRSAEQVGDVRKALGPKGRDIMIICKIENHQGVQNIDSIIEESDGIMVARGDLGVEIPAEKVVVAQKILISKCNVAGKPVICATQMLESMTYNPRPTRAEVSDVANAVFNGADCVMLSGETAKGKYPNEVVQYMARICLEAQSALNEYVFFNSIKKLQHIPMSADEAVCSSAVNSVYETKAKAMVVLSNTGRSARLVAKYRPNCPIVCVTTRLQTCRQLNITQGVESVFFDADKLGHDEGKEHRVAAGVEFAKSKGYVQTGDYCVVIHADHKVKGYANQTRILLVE
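In 50 mM imidazole pH 7.2 with 7 mM MgCl2, LmPK (0.1 nM) turned over PEP (0.5 mM) and ADP (0.1 mM) for 1 h at room temperature. Luciferase read-out of ATP.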
CHX counter: Cycloheximide Counterscreen for Small Molecule Inhibitors of Shiga Toxin; max response, %; cell reporter, cycloheximide protein synthesis inhibition counterscreen; 300,000 compounds, 12% hits; AID 2314, 2010; in the data active = max response mostly above about 13%, no sharp cut-off; inactive = mostly below about 14%; also: read at 38.3 µM for the half of the compounds with a filed dose; 0% is about no effect
Tb PYK inh: qHTS of Trypanosoma Brucei Inhibitors; pyruvate kinase (Trypanosoma brucei), Q57TT1; TbPYK enzyme, Kinase-Glo Plus ATP luminescence, 45 min; Potency, µM (doses to about 76.8 µM), for inactives: top-dose activity, negative = inhibition, most hits filed as inhibitors; 410,000 compounds, 0.12% hits; also: potency is read from the fitted curve at half-maximal effect; % is scaled to controls: 0 for no effect and ±100 for the full control effect; nearly all actives have a fitted effect of over 50% in size
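Activity of T. brucei pyruvate kinase was followed by Kinase-Glo Plus luminescence after the enzyme reacted 45 min at room temperature with 130 uM ADP (final) and substrate. Test compounds were added before ADP at multiple concentrations.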
AMA1 RON2 block: qHTS for Inhibitors of AMA1-RON; Towards Development of Antimalarial Drug Lead: Primary Screen; AlphaScreen AMA1-biotinylated RON2 peptide binding; 360,000 compounds, 0.2% hits; Plasmodium falciparum AMA1 (3D7) - RON2 peptide interaction; Potency, µM (highest dose often 58.2 µM), for inactives: top-dose activity change, negative = inhibition, usual class: inhibitors;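 also: potency is read from the fitted curve at half-maximal effect; 0% = vehicle wells and -100% = peptide control; nearly all actives have a fitted effect of over 45% in size; some results filed as inactive show a strong effect at the top dose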
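AMA1 (3D7) with his tag at 25 nM final met compounds first, then biotinylated RON2 peptide at 25 nM; detection used donor plus acceptor beads, 10 µg/mL apiece, read by AlphaScreen after 30 min at room temperature.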
Starred values were filed as active, the others as inactive; ? = inconclusive; / = not tested or not shown; [ ] = dose if it differs, or a comment. Unless noted, calls follow the shape of the dose curve; as a rule, active = well fitted curve in the direction sought with a large enough effect; inconclusive = small, poorly fitted or top-dose-only effect, or another doubt; inactive = no such curve, though single readings can be large; an effect the other way counts as inactive or inconclusive.

#	molecule	Shiga toxin inh	Pf growth 96h	Pf growth 48h	LmPK inh	CHX counter	Tb PYK inh	AMA1 RON2 block
1	CC1(C)Cc2c(c(-c3ccccc3Cl)[nH]c(=O)c2C#N)CO1	22.1	-4.7%[5.75 µM]	5.0%	-1.0%	-3.5	-4.2%	3.5%
2	COc1ccc2oc(-c3ccccc3)c(C(N)=O)c2c1	33.8	29.0%	29.9%	0.7%	27.6*	-20.0%	-1.5%
3	CCN1C(=O)/C(=C/C=C2/CCCN2C)OC1=S	45.7*	9.8%	91.0%[activator]	-5.6%	28.1*	0.2%	-4.7%
4	CSCCC(NS(=O)(=O)c1ccccc1F)C(=O)NCC(C)(C)N1CCOCC1 (centres undefined)	/	20.3%	8.2%	/	/	1.6%	21.6%
5	CNC(=O)c1c(NC(=O)CCS(=O)(=O)c2ccccc2)sc(C)c1C	/	6.1%	-8.3%	/	/	-14.7%	17.7%
6	O=C(NCc1ccco1)c1ccc2c(c1)N(Cc1ccc(Cl)cc1)CCS2	44.6*	?	?	5.0%	8.3*	-2.4%	?
7	COc1cc(/C=C2\NC(=S)N(C)C2=O)ccc1O	35.5	-13.8%	-7.8%	-1.8%	11.1	-11.1%	-18.6%
8	O=C(COC(=O)c1ccc2ncsc2c1)Nc1cccc(Cl)c1	/	9.9%	57.9%[activator]	/	/	5.8%	-15.7%
9	COc1ccc(CCNC(=O)C(=O)NCC2OCCN2S(=O)(=O)c2ccc(C)cc2)cc1 (centres undefined)	-1.6	1.4%	-6.1%	-10.0%	-2.2	-7.8%	0.4%
10	Cc1cccc(N2C(S)=C(C#N)C(=O)NC23CCCCC3)c1	-8.4	-2.9%	-2.4%	0.9%	-0.9	3.8%	-12.8%
11	CCOC(=O)c1ccc(NC(=O)c2cccc(S(=O)(=O)N3CCN(C(C)=O)CC3)c2)cc1	2.5	9.28µM*	?	-1.7%	-3.0	3.1%	-1.4%
12	Cc1cccc(CSc2nnc(-c3cnccn3)n2C)c1	45.2*	33.0%[activator]	-36.3%	0.8%	17.4*	-0.9%	-1.2%
13	CNC(=S)NNC(=O)CCn1nc(C)c(Br)c1C	-12.7	8.2%	5.4%	1.6%	-3.9	-2.9%	46.7%[activator]
14	CC(C)(C)c1ccc(/C=N/NC(=O)CN2CCS(=O)(=O)CC2)cc1	-1.4	34.9%	7.7%	-1.8%	-0.9	-10.3%	5.3%
15	Cc1ccsc1/C=N/NC(=O)c1nnn(-c2nonc2N)c1CN(C)c1ccccc1	-4.0	16.6%	32.1%[activator]	4.1%	1.0	-8.1%	22.1%

Sorted by heavy-atom count (highest first): part of the list above
#	molecule	Shiga toxin inh	Pf growth 96h	Pf growth 48h	LmPK inh	CHX counter	Tb PYK inh	AMA1 RON2 block
11	CCOC(=O)c1ccc(NC(=O)c2cccc(S(=O)(=O)N3CCN(C(C)=O)CC3)c2)cc1	2.5	9.28µM*	?	-1.7%	-3.0	3.1%	-1.4%
1	CC1(C)Cc2c(c(-c3ccccc3Cl)[nH]c(=O)c2C#N)CO1	22.1	-4.7%[5.75 µM]	5.0%	-1.0%	-3.5	-4.2%	3.5%
3	CCN1C(=O)/C(=C/C=C2/CCCN2C)OC1=S	45.7*	9.8%	91.0%[activator]	-5.6%	28.1*	0.2%	-4.7%

(next part)
#	molecule	Shiga toxin inh	Pf growth 96h	Pf growth 48h	LmPK inh	CHX counter	Tb PYK inh	AMA1 RON2 block
16	Cc1cc(C)cc(NC(=O)CN2CCC(C(=O)c3ccccc3)CC2)c1	-3.4	20.1%	-9.2%	0.7%	-5.5	-2.5%	-7.5%
17	N#CC1(c2ccccc2)CCN(C2CC(=O)N(c3ccc4c(c3)OCO4)C2=O)CC1 (centres undefined)	16.7	86.9%[activator]	12.4%	3.9%	-1.0	-1.9%	1.8%
18	O=C(Cn1cc2c(n1)CCCCC2)Nc1ccc(F)cc1F	17.4	-20.0%	11.2%	1.4%	-3.0	/	/
19	CSCCC(=O)N1CCCC(CNC(=O)c2ccccc2Cl)C1 (centres undefined)	14.0	0.0%	-4.0%	2.0%	-3.2	-4.1%	10.9%
20	Cn1nc(C(F)(F)F)c(-c2cccc(C(F)(F)F)c2)c1NC(=O)CSCC(=O)O	39.2	?	?	4.4%	0.8	2.1%	25.6%
21	CC(=C\c1ccco1)/C=C1/SC(=S)N(CC(=O)O)C1=O	15.1	-5.0%	30.3%[activator]	15.9%	10.4	-2.4%	7.4%
22	CC(=O)NCCNC(=O)c1ccc(CSc2ccc(Cl)cc2)cc1	94.0*	239.1%[activator]	228.0%[activator]	-0.2%	37.4*	1.7%	-11.1%
23	O=C1c2ccccc2C(=O)N1CCc1csc(-c2ccccc2)n1	35.8*	46.2%[activator]	37.8%[activator]	-7.3%	18.2*	6.8%	12.8%
24	Cc1nn(Cc2c(Cl)cccc2Cl)c(C)c1NC(=O)c1cnn2c(C(F)F)cc(-c3ccccc3)nc12	-30.5	2.62µM*	?	0.2%	-2.7	-3.8%	3.8%
25	Cc1cc(C)c2c(c1)NC(C(=O)O)C1CC=CC21 (centres undefined)	-6.4	-23.8%	15.2%	-2.4%	-0.4	?	?
26	CS(=O)(=O)NC1c2cccc3cccc(c23)C1Sc1nncn1/N=C/c1ccco1 (centres undefined)	-10.5	215.9%[activator]	-3.8%	1.7%	-2.3	-8.3%	1.9%
27	Cc1ccc(NC(=O)CS(=O)CC(=O)NC2CCN(Cc3ccccc3)CC2)c(C)c1 (centres undefined)	18.9	?	-7.1%	-3.8%	-7.9	14.8%	25.9%
28	CCOC(=O)c1[nH]c(C)c(C(=O)NC2CCCC2)c1C	-12.6	-4.2%	/	-1.7%	-3.0	0.0%	-7.0%
29	CCCC(=O)Nc1ccc(S(=O)(=O)Nc2cc(C)nc(C)n2)cc1	-9.5	1.6%[5.75 µM]	13.6%	0.3%	-4.8	-4.3%	-9.4%
30	Cc1c(Cl)cccc1-n1c(SCC(=O)N2CCC(C(=O)O)CC2)nnc1-c1ccncc1	11.7	10.8%	?	2.0%	-1.6	-1.0%	-6.0%
31	Cn1c(-c2ccc3c(c2)OCO3)cnc1NCc1ccc(Cl)cc1	-6.1	/	-0.2%	-0.7%	12.3	6.8%	-25.3%
32	O=C(Nc1ccc(CN2CCOCC2)cc1)c1ccc(Br)o1	68.7*	196.2%[activator]	65.6%[activator]	-3.7%	43.3*	-0.5%	0.0%
33	CCCCC(C(=O)NC(C)c1ccccc1)C(=O)NC(C)c1ccccc1 (centres undefined)	-6.4	-28.5%	-27.2%	-1.3%	-4.4	0.4%	-3.3%
34	O=C(Nc1ccc(S(=O)(=O)N2CCc3ccccc32)cc1)c1ccc2c(c1)OCO2	36.4*	?	4.3%	-2.2%	31.0*	0.7%	-6.7%
35	COc1ccc(-n2c(C)cc(C(=O)NC3CCCCC3)c2C)cc1	94.3*	?	?	3.4%	58.1*	-0.1%	-13.5%
36	CC(C)N(CC[C@@](C(N)=O)(c1ccccc1)c1ccccn1)C(C)C	/	-9.1%	4.0%	/	/	4.2%	/
37	CCOC(=O)NC(=O)COC(=O)CNC(=O)c1cccc(OC)c1	-5.7	40.5%	3.7%	-1.8%	-2.3	5.5%	0.3%
38	CCOC(=O)n1c(=O)oc2ccccc21	3.7	31.2%[activator]	/	6.9%	6.6	0.2%	-10.6%
39	COc1nc(-c2ccccc2)cc(C(F)(F)F)n1	-3.3	/	-0.7%	-2.4%	1.0	6.2%	-9.5%
40	COc1ccc(CCn2c(O)c(C=Nc3ccccc3F)c(=O)[nH]c2=O)cc1OC	-15.1	44.4%[activator]	38.5%[activator]	0.1%	-2.2	-5.8%	-7.8%
41	CCCOc1ccc(-c2nnn(CC(=O)OCC)n2)cc1	44.1	1.7%	40.0%[activator]	1.9%	20.2*	-10.5%	?
42	Cc1noc(/C=C/c2cccs2)c1S(=O)(=O)N1CCC(C(=O)NCCCN2CCCC(C)C2)CC1 (centres undefined)	0.4	-25.2%	?	-1.9%	-1.3	-15.5%	-14.5%
43	Cc1c(C(=O)NCCCN2CCOCC2)oc2ccc(S(=O)(=O)N3CCOCC3)cc12	-19.5	11.4%	-26.7%	3.3%	1.4	-4.9%	-8.4%
44	Cc1cccc2cc(C(c3nnnn3Cc3ccccc3)N3CCCc4ccccc43)c(=O)[nH]c12 (centres undefined)	3.6	?	/	7.1%	11.1	3.9%	0.1%
45	O=C1CN(C(=O)CNC(=O)c2ccc(Cl)cc2Cl)CCN1	-6.2	33.0%[activator]	11.9%	3.9%	-10.0	1.4%	-6.2%

4 entries from above, field by field.
[34] O=C(Nc1ccc(S(=O)(=O)N2CCc3ccccc32)cc1)c1ccc2c(c1)OCO2
  Shiga toxin inh: 36.4* | Pf growth 96h: ? | Pf growth 48h: 4.3% | LmPK inh: -2.2% | CHX counter: 31.0* | Tb PYK inh: 0.7% | AMA1 RON2 block: -6.7%

[35] COc1ccc(-n2c(C)cc(C(=O)NC3CCCCC3)c2C)cc1
  Shiga toxin inh: 94.3* | Pf growth 96h: ? | Pf growth 48h: ? | LmPK inh: 3.4% | CHX counter: 58.1* | Tb PYK inh: -0.1% | AMA1 RON2 block: -13.5%

[36] CC(C)N(CC[C@@](C(N)=O)(c1ccccc1)c1ccccn1)C(C)C
  Shiga toxin inh: / | Pf growth 96h: -9.1% | Pf growth 48h: 4.0% | LmPK inh: / | CHX counter: / | Tb PYK inh: 4.2% | AMA1 RON2 block: /

[37] CCOC(=O)NC(=O)COC(=O)CNC(=O)c1cccc(OC)c1
  Shiga toxin inh: -5.7 | Pf growth 96h: 40.5% | Pf growth 48h: 3.7% | LmPK inh: -1.8% | CHX counter: -2.3 | Tb PYK inh: 5.5% | AMA1 RON2 block: 0.3%

Next section.
#	molecule	Shiga toxin inh	Pf growth 96h	Pf growth 48h	LmPK inh	CHX counter	Tb PYK inh	AMA1 RON2 block
46	Cc1occc1C(=O)Nc1cc(C(C)(C)C)on1	70.0*	/	49.8%[activator]	12.6µM*	29.3*	?	-5.0%
47	Nc1nc2nccc(-c3ccccn3)n2n1	12.0	26.0%	?	-9.1%	3.9	-6.6%	-0.4%
48	O=C(Nc1ncccc1O)c1ccc(OCC2CCCO2)cc1 (centres undefined)	51.7*	?	-43.4%	?	35.2*	-19.1%	50.8%[activator]
49	O=C(CCS(=O)(=O)c1cccc2nsnc12)NC1CCCCC1	9.5	92.7%[activator]	33.4%[activator]	-2.7%	-4.1	-13.5%	-0.7%
50	CC1CC(C)CN(S(=O)(=O)c2ccc(F)c(C(=O)Nc3ccc(Cl)cc3F)c2)C1 (centres undefined)	-4.6	11.0%	/	0.1%	-3.5	-2.6%	5.8%
51	Cn1c(=O)c2nc(Cl)c(-c3ccccc3)nc2n(C)c1=O	-5.9	?	4.15µM*	-1.4%	-0.3	0.0%	7.2%
52	CN1CCC(NC(=O)c2cccs2)CC1	7.0	-23.3%	8.1%	7.0%	0.8	0.8%	8.4%

No enrichment for hits; overall some 21% were active at least once.
